# From PubChem BioAssay
# HP1b binding inh: HTS for Inhibitors of HP1-beta Chromodomain Interactions with Methylated Histone Tails; 390,000 tested, 0.56% active; Potency, µM (top dose mostly 114 µM), without a hit: at the highest dose activity change, negative = inhibition, usual class: inhibitors; Chromobox protein homolog 1 (Homo sapiens), P83916; AlphaScreen HP1-beta / biotin-H3K9me3 peptide binding; also: potency is read from the fitted curve at half-maximal effect; nearly all actives have a fitted effect of over 70% in size; inactives centre near 23
#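 HP1-beta protein (50 nM final) preincubated 30 min at room temperature with biotinylated H3(1-18)K9me3 peptide (50 nM) in PBS pH 7.4, 0.01% Tween-20, then compound added for 30 min. AlphaScreen streptavidin donor/nickel chelate acceptor beads (10 ug/mL final), 30 min dark, luminescence read.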
# PI4K2A block: qHTS for small molecular inhibitors of PI4K2A. Phosphatidylinositol 4-kinase type 2-alpha (Homo sapiens), Q9BTU6. purified PI4K2A, ADP-Glo luminescence, 1 h; hits give low values. activity change, negative = inhibition, % at 76.9 µM. 420,000 tested, 0.13% active. AID 1346378, 2018; in the data active = activity change below about -50%; inconclusive = mostly about -30% to -49%;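 also: -100% = wells without enzyme as full effect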
#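 ADP-Glo luminescence measured ADP generated by PI4K2A enzyme (4 ug/mL before mixing) with 1.2 mM PI substrate (pre-mix) and 300 microM ATP (pre-mix). Tris pH7.5 buffer with MgCl2, Triton X-100; 1 h reaction at ambient temperature.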
# G9a inh: qHTS Assay for Inhibitors of Histone Lysine Methyltransferase G9a; G9a H3K9 monomethylation, AlphaScreen, 2 h; Histone-lysine N-methyltransferase EHMT2 (Homo sapiens), Q96KQ7; AID 504332, 2011; 350,000 tested, 8.8% active; Potency, µM (titrated, usually from 102 µM), without a hit: at the highest dose activity, negative = inhibition, actives largely listed as inhibitors; also: potency is read from the fitted curve at half-maximal effect; % is scaled to controls: 0 for no effect and ±100 for the full control effect; nearly all actives have a fitted effect of over 75% in size
# Target sequence (Q96KQ7 913-1193 limits assumed): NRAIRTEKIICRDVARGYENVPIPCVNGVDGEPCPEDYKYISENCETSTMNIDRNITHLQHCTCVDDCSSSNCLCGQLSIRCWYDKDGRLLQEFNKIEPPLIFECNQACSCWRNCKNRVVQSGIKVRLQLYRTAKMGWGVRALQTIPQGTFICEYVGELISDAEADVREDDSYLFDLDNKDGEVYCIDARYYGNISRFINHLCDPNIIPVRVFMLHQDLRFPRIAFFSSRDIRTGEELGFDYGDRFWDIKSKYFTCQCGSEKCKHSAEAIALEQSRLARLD
#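 AlphaScreen read-out: biotin-H3K9 peptide (500 nM) methylation by 20 nM enzyme with 20 uM SAM, 2 h at room temperature after 15 min compound preincubation; anti-monomethyl H3K9 antibody plus donor/acceptor beads, 10 min dark.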
# JMJD2A Tudor: qHTS Assay for Inhibitors of JMJD2A-Tudor Domain. Lysine-specific demethylase 4A (Homo sapiens), O75164. AlphaScreen JMJD2A-Tudor / H3K4me3 peptide binding. Potency, µM (top dose mostly 114 µM), inactives show at the top dose activity change, negative = inhibition, usual class: inhibitors. 390,000 tested, 4.4% active. AID 504339, 2011; also: potency is read from the fitted curve at half-maximal effect; % is scaled to controls: 0 for no effect and ±100 for the full control effect; nearly all actives have a fitted effect of over 50% in size
# Pin1 inhibitor: qHTS Assay to Find Inhibitors of Pin1; 390,000 tested, 0.009% active; AID 504891, 2011; Potency, µM (titrated, usually from 115 µM), without a hit: at the top dose activity, negative = inhibition, usual class: inhibitors; Pin1 FP peptide displacement, HiFluor488, 10 min; Peptidyl-prolyl cis-trans isomerase NIMA-interacting 1 (Homo sapiens), Q13526; active = well fitted inhibition curve with a large enough effect in the polarisation, with a control signal flat, not every such curve was filed as active; inconclusive = small, poorly fitted or top-dose-only effect, or effect the other way, or a change in a side signal; inactive = no such curve, though single readings can be large or run the other way; the % refers to the polarisation; also: potency is read from the fitted curve at half-maximal effect; % is scaled to controls: 0 for no effect and ±100 for the full control effect
# Tb PGK inh: qHTS Assay to Find Inhibitors of Phosphoglycerate Kinase. Potency, µM (highest dose often 57.5 µM), for inactives: top-dose activity change, negative = inhibition, hits mostly inhibitors. AID 602233, 2012. 380,000 tested, 0.043% active. PGK/GAPDH coupled, Kinase-Glo luminescence, 60 min. Phosphoglycerate kinase, glycosomal (Trypanosoma brucei brucei), P07378; also: potency is read from the fitted curve at half-maximal effect; % is scaled to controls: 0 for no effect and ±100 for the full control effect; nearly all actives have a fitted effect of over 60% in size
#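 Luminescent ATP detection (Kinase-Glo Plus) follows a 60-minute room-temperature incubation, with wells lacking PGK as controls. Buffer: 100 mM TEA (pH 7.6), 5 mM MgCl2, 0.01% Tween-20. Coupling enzyme GAPDH (100 nM final) supplies unstable 1,3-BPG in-well.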
# Pol eta inh: qHTS for Inhibitors of Polymerase Eta. recombinant Pol eta, fluorescent DNA replication assay. Potency, µM (top dose mostly 114 µM), for the others: at the highest dose activity change, negative = inhibition, most hits filed as inhibitors. 390,000 tested, 1.2% active; also: potency is read from the fitted curve at half-maximal effect; % is scaled to controls: 0 for no effect and ±100 for the full control effect
#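 Pol eta at 10 nM preincubated with compounds 15 min at room temperature; reaction started with fluorescent substrate (50 nM final) and read kinetically at 0 and 10 min.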
# GLS inhibitor: qHTS for Inhibitors of Glutaminase (GLS) | GLS enzymatic activity, qHTS titration | Potency, µM (series often up to 45.5 µM), for the others: top-dose activity change, negative = inhibition, actives largely listed as inhibitors | 410,000 tested, 0.21% active; also: potency is read from the fitted curve at half-maximal effect; % is scaled to controls: 0 for no effect and ±100 for the full control effect
# Target sequence (O94925 whole entry, looked up): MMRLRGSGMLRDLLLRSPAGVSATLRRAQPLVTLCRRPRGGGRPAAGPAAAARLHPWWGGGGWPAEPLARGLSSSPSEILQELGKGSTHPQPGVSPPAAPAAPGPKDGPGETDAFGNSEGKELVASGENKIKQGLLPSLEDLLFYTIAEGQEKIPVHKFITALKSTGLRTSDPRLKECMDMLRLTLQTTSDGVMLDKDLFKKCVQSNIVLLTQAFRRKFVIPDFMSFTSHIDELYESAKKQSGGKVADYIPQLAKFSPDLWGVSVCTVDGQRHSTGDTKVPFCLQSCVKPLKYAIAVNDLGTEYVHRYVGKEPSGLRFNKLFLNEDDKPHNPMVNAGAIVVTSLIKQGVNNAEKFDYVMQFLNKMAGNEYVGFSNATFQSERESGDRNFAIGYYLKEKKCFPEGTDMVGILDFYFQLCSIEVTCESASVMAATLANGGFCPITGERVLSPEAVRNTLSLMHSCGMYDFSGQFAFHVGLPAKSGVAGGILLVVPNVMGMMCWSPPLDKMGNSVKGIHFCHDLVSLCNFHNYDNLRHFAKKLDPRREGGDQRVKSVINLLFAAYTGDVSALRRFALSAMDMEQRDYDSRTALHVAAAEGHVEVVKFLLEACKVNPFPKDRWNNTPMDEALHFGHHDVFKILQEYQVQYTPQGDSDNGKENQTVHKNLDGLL
#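 Read-out is an Amplex red fluorescence increase coupled through glutamate oxidase and HRP, measured before and after 30 min room-temperature incubation. hKGA is in 45 mM KH2PO4 (pH 8.2) with 0.02% Tween-20; glutamine added as 1mM solution.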
# BAZ2B block: qHTS Assay for Inhibitors of BAZ2B. Bromodomain adjacent to zinc finger domain protein 2B (Homo sapiens), Q9UIF8. AlphaScreen BAZ2B-H3K14Ac peptide displacement. Potency, µM (highest dose often 114 µM), for the others: at the highest dose activity change, negative = inhibition, usual class: inhibitors. 360,000 tested, 4.4% active. AID 504333, 2011; also: potency is read from the fitted curve at half-maximal effect; % is scaled to controls: 0 for no effect and ±100 for the full control effect; nearly all actives have a fitted effect of over 60% in size
#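 Protein-peptide AlphaScreen: BAZ2B 50 nM, b-H3K14Ac 50 nM, 1x PBS pH 7.4 + 0.01% Tween-20. Preincubation 30 min RT; cpd 30 min RT (top 110 uM); beads 20 min RT, light-protected.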
# The depositor's hits bear a star; i = inactive; ? = inconclusive; / = not tested or not shown; [ ] = remark or other dose. Unless noted, calls follow the shape of the dose curve; as a rule, active = well fitted curve in the direction sought with a large enough effect; inconclusive = small, poorly fitted or top-dose-only effect, or another doubt; inactive = no such curve, though single readings can be large; an effect the other way counts as inactive or inconclusive. Only part of the results is shown. The share of hits here may be higher or lower than overall.
SMILES,HP1b binding inh,PI4K2A block,G9a inh,JMJD2A Tudor,Pin1 inhibitor,Tb PGK inh,Pol eta inh,GLS inhibitor,BAZ2B block
O=C(O)CC1S/C(=N\N=C/c2ccccc2O)N(c2ccc(O)cc2)C1=O (stereo not given),35%,4,31%[59 µM],-4%,-4%,9%,-1%,18%,-9%
Cc1cc(C)cc(OC(=O)CCN2C(=O)c3ccccc3C2=O)c1,40%[activator],-10,-13%[59 µM],26%,10%,7%,-15%,4%,34%
CCOc1ccccc1NC(=S)N1CCCc2ccccc21,31%,4,-8%,-16%,-5%,8%,-20%,-2%,-23%
CCOC(=O)c1[nH]c2ccccc2c1N=CN(C)C,11%,9,/,-8%,1%,0%,1%,21%,/
COc1ccc(CCNC(=O)C(=O)Nc2ccc(C)c(C)c2)cc1,22%,1,-4%[59 µM],-10%,8%,-1%,-12%,-4%,2%
CN(C)S(=O)(=O)N(CC(=O)NCCSCc1c(F)cccc1Cl)c1ccccc1,31%,3,6%[59 µM],-6%,2%,-2%,-9%,3%,1%
N#C/C(=C\c1cn(Cc2ccccc2)c2ccccc12)C(=O)NCc1ccco1,3%,-6,8%[59 µM],-27%,?,-1%,-17%,0%,10%
CCCC(=O)Nc1nn(CCC)c2nc3ccccc3cc12,73%[activator],8,-17%,7%,19%,2%,-5%,-6%,59%[activator]
COCC(=O)N(C)C[C@H]1Oc2cc(Br)ccc2S(=O)(=O)N([C@H](C)CO)C[C@H]1C,/,7,/,/,/,-9%,-12%,-11%,/
Cc1ccc(S(=O)(=O)NCC(=O)OCC(=O)Nc2cccc(S(=O)(=O)N3CCOCC3)c2)cc1,41%[activator],-6,/,-6%,2%,0%,-9%,-7%,/
Cc1cc(C)n(CCC(=O)N/N=C/c2ccc(Cl)c([N+](=O)[O-])c2)n1,33%,11,-3%,-3%,-5%,3%,-22%,1%,-15%
COc1ccccc1NS(=O)(=O)c1cc(NC(=O)c2ccc(Cl)nc2)ccc1Cl,21%,1,?,-14%,27%,-4%,-16%,0%,-1%
O=C(OCC(=O)N(Cc1ccccc1)Cc1ccccc1)c1ccccc1NCCO,72%[activator],2,40µM*,16%,2%,i,-24%,2%,6%
O=c1[nH]c(CSc2nc(-c3ccccc3)cs2)nc2ccccc12,5%,0,?,?,15%,-8%,-20%,-13%,1%
Cc1ccc(C)c(NS(=O)(=O)c2ccc(-c3ccc(=O)[nH]n3)o2)c1,59%[activator],0,-7%,-2%,-4%,-3%,2%,0%,-2%
C=CCNC(=O)c1c(Cl)cccc1Cl,19%,0,5%[59 µM],-16%,-7%,i,5%,1%,0%
CCN(CC)c1ccc(C(=O)OCC(=O)N2CCN(c3ccccc3)CC2)cc1,12%,-3,-40%,4.5µM*,-7%,-5%,-6%,14%,-37%
COc1cc(S(=O)(=O)N2CCN(C)CC2)c(OC)cc1Cl,16%,0,19%[12.7 µM],-7%,0%,1%,-4%,12%,11%
O=C(CCC(=O)c1ccc(Cl)cc1)OCn1nnc2ccccc2c1=O,38%[activator],-1,/,-7%,-6%,-9%,-16%,0%,/
CNC(=O)[C@@H]1CCC(=O)N1,34%,2,-5%[0.501 µM],-16%,3%,6%,-9%,0%,13%
CNC(=O)CSc1nnc(-c2ccc(S(=O)(=O)N3CCCC3)cc2)n1-c1cccc(C)c1C,18%,0,-29%[12.7 µM],-17%,-2%,/,0%,11%,11%
Cc1ccccc1-n1cnnc1SCC(=O)N1CCN(c2ccccc2)CC1,23%,7,?,-25%,-5%,1%,-4%,20%,-16%
CCOc1ccc(OCc2ccc(C(=O)N3CCCC(C)C3)cc2)cc1 (stereo not given),70%[activator],0,-25%,-10%,?,2%,-5%,0%,-16%
C/C(=N\NC(=O)COc1ccc(C#N)cc1)c1ccccc1OC(F)F,13%,6,32%[activator][59 µM],-8%,-5%,-9%,2%,2%,-16%
NC(=O)COc1ccccc1C1=NO[C@@](CC(=O)O)(C(=O)Nc2ccc3c(c2)OCCO3)C1,27%,-7,-13%,-20%,-23%,-12%,6%,-12%,-7%
CCN(CC)S(=O)(=O)c1ccc(C(=O)NCCCN=C2NS(=O)(=O)c3ccccc32)cc1,22%,-4,-13%[59 µM],-1%,-10%,2%,7%,6%,0%
CCOC(=O)c1ccc(NC2SC(=O)N(Cc3cccc(C(=O)O)c3)C2=O)cc1 (stereo not given),41%[activator],-6,2.8µM*,-21%,2%,2%,-6%,19%,-5%
CCN(CC)CCCNC(=O)CSc1nc2c(c(C(F)(F)F)n1)CCc1ccccc1-2,35%,-1,16%,-8%,-8%,3%,-8%,15%,-16%
COc1ccc(CNC(=O)CSc2nc(-c3ccccc3)cc(-c3cccs3)c2C#N)cc1,25%,1,24%,-12%,16%,i,-2%,1%,11%
CC1Cc2ccccc2N1C(=O)Cn1cc(C(F)(F)F)ccc1=O (stereo not given),/,-8,/,/,/,-2%,-3%,2%,/
CCOC(=O)C(=O)Nc1cc(Cl)ccc1C,13%,-1,12%[59 µM],-12%,-1%,-2%,-12%,11%,8%
CC(=C/c1ccccc1)/C=N/NC(=O)c1ccccn1,52%[activator],1,18%[59 µM],-13%,-4%,-20%,-9%,-5%,2%
CC(C)CNC(=O)CC(=O)NN=C1CCCC1,13%,3,-16%,-11%,1%,-8%,2%,5%,1%
Cc1ccc(OCC(=O)N2CCCC(CCC(=O)N(C)CCc3ccccn3)C2)cc1 (stereo not given),45%[activator],0,1%[0.501 µM],-4%,-7%,4%,-20%,0%,6%
COc1ccc(S(=O)(=O)N(CCCN2CCCC2=O)Cc2cc3c(C)ccc(C)c3[nH]c2=O)cc1,13%,3,-11%[59 µM],-9%,-3%,?,-11%,0%,0%
Cc1ccc(C(=O)ONC(=O)c2ccc(Cl)cc2)cc1[N+](=O)[O-],51%[activator],-6,0%,3%,4%,-10%,-5%,9%,-5%
CCOC(=O)C1(CCOC)CCN(Cc2ccccc2-c2ccco2)CC1,17%,-1,/,?,-1%,-8%,-6%,-9%,-5%
COC(=O)C1(CCSC)NC(c2ccco2)C2C(=O)N(C)C(=O)C21 (stereo not given),17%,4,-30%,-8%,3%,-5%,7%,-16%,-6%
Cc1ccc(S(=O)(=O)NCCCC(=O)O)cc1,27%,-1,/,-16%,-1%,-8%,-15%,0%,-11%
O=C(O)CN1CCN(Cc2ccc(F)cc2Cl)C1=O,23%,-1,25µM*,-12%,-1%,-7%,1%,4%,-31%
CCn1cnc2cc(NC(=O)COc3ccc(C)cc3)ccc21,20%[57 µM],0,/,-19%,17%,7%,-1%,-11%,/
CC(=O)Nc1c(NC(C)(C)C)c2ccccc2oc1=O,40%[activator],9,/,-14%,0%,-1%,-18%,2%,-5%
O=C(Cn1cnc2ccccc21)Nc1ccc(F)c(F)c1,23%,-2,-3%,-2%,-3%,-1%,8%,1%,-2%
COc1ccc(Cc2nc3ccc(C(=O)N4CCC[C@H]4CO)cc3o2)cc1,16%,-7,/,-6%,-9%,8%,-4%,21%,-2%
CC1CCC(C(C)C)C(=O)/C1=C/c1ccc(N)cc1 (stereo not given),-9%,-2,?,-18%[11.4 µM],?,-4%,?,?,?

# Whole records, looked up by structure. Screens in order: HP1b binding inh	PI4K2A block	G9a inh	JMJD2A Tudor	Pin1 inhibitor	Tb PGK inh	Pol eta inh	GLS inhibitor	BAZ2B block
# Listed for CCOc1ccc(OCc2ccc(C(=O)N3CCCC(C)C3)cc2)cc1 (stereo not given) = 70%[activator]	0	-25%	-10%	?	2%	-5%	0%	-16%
# Listed for COc1ccc(S(=O)(=O)N(CCCN2CCCC2=O)Cc2cc3c(C)ccc(C)c3[nH]c2=O)cc1 = 13%	3	-11%[59 µM]	-9%	-3%	?	-11%	0%	0%

# Molecules above that contain four or more nitrogen atoms:
SMILES,HP1b binding inh,PI4K2A block,G9a inh,JMJD2A Tudor,Pin1 inhibitor,Tb PGK inh,Pol eta inh,GLS inhibitor,BAZ2B block
CCCC(=O)Nc1nn(CCC)c2nc3ccccc3cc12,73%[activator],8,-17%,7%,19%,2%,-5%,-6%,59%[activator]
Cc1cc(C)n(CCC(=O)N/N=C/c2ccc(Cl)c([N+](=O)[O-])c2)n1,33%,11,-3%,-3%,-5%,3%,-22%,1%,-15%
CNC(=O)CSc1nnc(-c2ccc(S(=O)(=O)N3CCCC3)cc2)n1-c1cccc(C)c1C,18%,0,-29%[12.7 µM],-17%,-2%,/,0%,11%,11%
Cc1ccccc1-n1cnnc1SCC(=O)N1CCN(c2ccccc2)CC1,23%,7,?,-25%,-5%,1%,-4%,20%,-16%
CCN(CC)S(=O)(=O)c1ccc(C(=O)NCCCN=C2NS(=O)(=O)c3ccccc32)cc1,22%,-4,-13%[59 µM],-1%,-10%,2%,7%,6%,0%
CCN(CC)CCCNC(=O)CSc1nc2c(c(C(F)(F)F)n1)CCc1ccccc1-2,35%,-1,16%,-8%,-8%,3%,-8%,15%,-16%
